Mdm2-MdmX inh: disrupts the human Mdm2-MdmX interaction; hit rate 3% among 330,000; inhibition, % at 8 µM; O15151+Q00987; AID 485346; SaOS-2 split-luciferase Mdm2/MdmX complementation, luminescence;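 active = inhibition of at least 50% at 8 µM in the primary screen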
Target sequence (O15151 whole entry, looked up): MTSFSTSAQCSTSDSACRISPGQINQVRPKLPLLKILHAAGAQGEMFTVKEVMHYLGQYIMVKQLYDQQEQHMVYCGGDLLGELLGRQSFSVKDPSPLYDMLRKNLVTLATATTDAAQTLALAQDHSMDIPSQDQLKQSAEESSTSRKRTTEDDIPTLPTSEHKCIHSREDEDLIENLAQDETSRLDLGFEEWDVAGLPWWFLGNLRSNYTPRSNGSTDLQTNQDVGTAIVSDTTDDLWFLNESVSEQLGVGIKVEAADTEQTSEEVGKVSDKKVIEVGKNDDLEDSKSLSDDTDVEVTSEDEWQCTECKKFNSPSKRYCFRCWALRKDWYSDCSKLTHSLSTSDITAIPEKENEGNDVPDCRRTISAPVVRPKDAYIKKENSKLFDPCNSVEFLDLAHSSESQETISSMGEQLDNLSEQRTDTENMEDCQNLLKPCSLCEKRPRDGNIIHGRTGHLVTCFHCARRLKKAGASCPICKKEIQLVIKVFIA
Target sequence (Q00987 whole entry, looked up): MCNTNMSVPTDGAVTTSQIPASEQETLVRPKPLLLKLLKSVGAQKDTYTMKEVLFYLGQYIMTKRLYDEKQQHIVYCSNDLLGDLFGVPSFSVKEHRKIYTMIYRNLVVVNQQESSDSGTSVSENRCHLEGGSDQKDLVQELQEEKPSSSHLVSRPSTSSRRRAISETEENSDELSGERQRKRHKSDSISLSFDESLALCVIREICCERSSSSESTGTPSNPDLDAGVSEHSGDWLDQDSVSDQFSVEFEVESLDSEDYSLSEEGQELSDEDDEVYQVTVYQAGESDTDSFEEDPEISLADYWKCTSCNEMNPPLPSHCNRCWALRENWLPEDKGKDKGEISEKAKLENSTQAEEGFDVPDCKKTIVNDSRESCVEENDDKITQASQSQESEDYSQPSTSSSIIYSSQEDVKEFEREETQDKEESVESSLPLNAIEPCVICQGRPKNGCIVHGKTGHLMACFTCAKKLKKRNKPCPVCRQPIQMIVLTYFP
697 NFkB inh: inhibitors of the PMA/ionomycin-induced NF-kB reporter in 697 B cells. inhibition, % at 4 µM. 697 B-cell NF-kB luciferase reporter, 16 h. hit rate 0.33% among 330,000; in the data active = inhibition above about 35%
tim10-1 inh: tim10-1 yeast growth inhibition | S. cerevisiae tim10-1 ts strain growth, BacTiter-Glo, 24 h | inhibition, % at 20 µM | hit rate 2.2% among 330,000;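 active = inhibition of at least 40%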;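 note: mutant grown at 25 °C; 0% = DMSO wells with yeast and 100% = wells holding no yeast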
tim23-1 inh: tim23-1 yeast growth inhibition | S. cerevisiae tim23-1 growth, BacTiter-Glo luminescence, 24 h | inhibition, % at 20 µM | hit rate 1.3% among 330,000 | AID 463212;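 active = growth inhibition of the mutant yeast at or above 50%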;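 note: temperature-sensitive mutant grown at 25 °C; plate controls were DMSO-treated mutant yeast for no effect and medium wells lacking yeast for full effect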
Jurkat NFkB inh: inhibitors of the PMA/ionomycin-induced NF-kB reporter in Jurkat cells. PMA/ionomycin-induced NF-kB luciferase reporter, luminescence. hit rate 0.53% among 330,000. inhibition, % at 4 µM; in the data active = inhibition above about 50%
TIM10 inh: TIM10 yeast growth inhibition; S. cerevisiae TIM10 strain growth, BacTiter-Glo luminescence, 24 h; inhibition, % at 10 µM; hit rate 1.4% among 330,000; AID 463195;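 active = inhibition of 40% or more at the single tested concentration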;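 note: wild-type TIM10 isogenic control strain grown at permissive 25 °C; 0% = DMSO yeast wells and 100% = minimal medium wells without yeast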
XBP1 UPR activ: activators of adaptive arm of unfolded protein response (XBP1). activation, % at 20 µM. CHO-XBP1 luciferase reporter, IRE1-XBP1 UPR activation, luminescence; percent of tunicamycin response, DMSO as zero. hit rate 0.33% among 330,000;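 active = versus positive control, 20 µM dose yields 30% or more activation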;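 note: 100% = tunicamycin at 10 µg/mL and 0% = DMSO only wells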
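Test system: CHO-XBP1 luciferase reporter cells | Buffer or medium: Serum-containing F12 medium, 10% FBS | Schedule: 6 h compound exposure at 37 °C, 5% CO2 | Detection: Steady-Glo luciferase glow luminescence, 10 min after reagent addition | Read-out basis: Activation, % of tunicamycin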
UPR CHOP act: apoptotic UPR (CHOP) activation. CHO-CHOP luciferase reporter, luminescence; percent of tunicamycin response over DMSO baseline. activation, % at 10 µM. hit rate 0.34% among 330,000. AID 449763;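 active = at 10 µM dose, activation of 40% or more, normalized to positive control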;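 note: 100% = tunicamycin at 10 µg/mL and 0% = DMSO alone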
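measured by = luciferase luminescence | assay system = CHO-CHOP cells, stable luciferase reporter of PERK-eIF2a-CHOP signalling | amount = 500 reporter cells seeded per well | timing = 6 h compound exposure at 37 °C after overnight seeding | controls = positive tunicamycin 10 µg/mL, negative DMSO alone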
The depositor's hits bear a star.

A first look (five entries):
Screening O=[N+]([O-])c1ccc(N2CCN(Cc3ccc(Br)o3)CC2)cc1 returned Mdm2-MdmX inh 12, 697 NFkB inh 15, tim10-1 inh 0, tim23-1 inh 11, Jurkat NFkB inh 52*, TIM10 inh 6, XBP1 UPR activ -8 and UPR CHOP act -0.9.
Screening O=C(NCC1CCCO1)C1CC(c2ccc(Cl)c(Cl)c2)=NO1 (stereo not drawn) returned Mdm2-MdmX inh 13, 697 NFkB inh 15, tim10-1 inh 22, tim23-1 inh 17, Jurkat NFkB inh 17, TIM10 inh -4, XBP1 UPR activ -4 and UPR CHOP act 0.3.
`Cc1ccc(S(=O)(=O)n2cccc2CO)cc1` gave Mdm2-MdmX inh -8, 697 NFkB inh -5, tim10-1 inh 15, tim23-1 inh 18, Jurkat NFkB inh 14, TIM10 inh 9, XBP1 UPR activ -2 and UPR CHOP act -0.9.
Screening COc1ccccc1NC(=O)c1cc(S(=O)(=O)N2CCOCC2)ccc1Cl returned Mdm2-MdmX inh 17, 697 NFkB inh 0, tim10-1 inh 34, tim23-1 inh 14, Jurkat NFkB inh -10, TIM10 inh 1, XBP1 UPR activ 2 and UPR CHOP act -1.6.
CCOc1ccc2nc(SCC(=O)N(C)C)[nH]c2c1 was read as Mdm2-MdmX inh 5, 697 NFkB inh -26, tim10-1 inh -3, tim23-1 inh 8, Jurkat NFkB inh -53, TIM10 inh -13, XBP1 UPR activ 4 and UPR CHOP act -0.2.

The whole of this part, repeating the preview:
Screening O=[N+]([O-])c1ccc(N2CCN(Cc3ccc(Br)o3)CC2)cc1 returned Mdm2-MdmX inh 12, 697 NFkB inh 15, tim10-1 inh 0, tim23-1 inh 11, Jurkat NFkB inh 52*, TIM10 inh 6, XBP1 UPR activ -8 and UPR CHOP act -0.9.
Screening O=C(NCC1CCCO1)C1CC(c2ccc(Cl)c(Cl)c2)=NO1 (stereo not drawn) returned Mdm2-MdmX inh 13, 697 NFkB inh 15, tim10-1 inh 22, tim23-1 inh 17, Jurkat NFkB inh 17, TIM10 inh -4, XBP1 UPR activ -4 and UPR CHOP act 0.3.
`Cc1ccc(S(=O)(=O)n2cccc2CO)cc1` gave Mdm2-MdmX inh -8, 697 NFkB inh -5, tim10-1 inh 15, tim23-1 inh 18, Jurkat NFkB inh 14, TIM10 inh 9, XBP1 UPR activ -2 and UPR CHOP act -0.9.
Screening COc1ccccc1NC(=O)c1cc(S(=O)(=O)N2CCOCC2)ccc1Cl returned Mdm2-MdmX inh 17, 697 NFkB inh 0, tim10-1 inh 34, tim23-1 inh 14, Jurkat NFkB inh -10, TIM10 inh 1, XBP1 UPR activ 2 and UPR CHOP act -1.6.
CCOc1ccc2nc(SCC(=O)N(C)C)[nH]c2c1 was read as Mdm2-MdmX inh 5, 697 NFkB inh -26, tim10-1 inh -3, tim23-1 inh 8, Jurkat NFkB inh -53, TIM10 inh -13, XBP1 UPR activ 4 and UPR CHOP act -0.2.
Screening CC(C)Oc1ccc(-c2cc(=O)[nH]c(=O)[nH]2)cc1 returned Mdm2-MdmX inh 8, 697 NFkB inh 9, tim10-1 inh -9, tim23-1 inh -2, Jurkat NFkB inh 2, TIM10 inh -9, XBP1 UPR activ -2 and UPR CHOP act 4.5.
c1ccc(Cn2nnnc2C(c2cccs2)N2CCOCC2)cc1 (stereo not drawn) was read as Mdm2-MdmX inh 0, 697 NFkB inh 6, tim10-1 inh 5, tim23-1 inh 7, Jurkat NFkB inh 8, TIM10 inh 4, XBP1 UPR activ -3 and UPR CHOP act -1.5.
COc1ccc(/C=C/CN2CCC(n3nccc3NC(=O)C3CC3)CC2)cc1 was read as Mdm2-MdmX inh 1, 697 NFkB inh -4, tim10-1 inh 16, tim23-1 inh 9, Jurkat NFkB inh 1, TIM10 inh -7, XBP1 UPR activ -2 and UPR CHOP act 2.9.
For N#Cc1c(/N=C/c2cc(Br)cs2)sc2c1CCC2 the results were Mdm2-MdmX inh -96, 697 NFkB inh -3, tim10-1 inh 7, tim23-1 inh 8, Jurkat NFkB inh 0, TIM10 inh 8, XBP1 UPR activ 1 and UPR CHOP act 2.4.
`CCOc1ccc(OCCC(=O)N(CC)CC(=O)NCc2cccs2)cc1` gave Mdm2-MdmX inh -10, 697 NFkB inh 16, tim10-1 inh -2, tim23-1 inh 6, Jurkat NFkB inh -4, TIM10 inh 0, XBP1 UPR activ -2 and UPR CHOP act 2.1.
Screening O=C(NC(=S)N1CCN(c2ccc([N+](=O)[O-])cc2Cl)CC1)c1ccco1 returned Mdm2-MdmX inh -15, 697 NFkB inh 16, tim10-1 inh 24, tim23-1 inh -8, Jurkat NFkB inh -3, TIM10 inh -3, XBP1 UPR activ -1 and UPR CHOP act 0.9.
`Cc1ccc(N2CCCn3c2cc(C)c(C#N)c3=O)cc1C` gave Mdm2-MdmX inh -8, 697 NFkB inh 4, tim10-1 inh 23, tim23-1 inh -4, Jurkat NFkB inh 4, TIM10 inh 22, XBP1 UPR activ -1 and UPR CHOP act -0.1.
Screening O=C1NCCCC1C(=O)N/N=C/c1ccccc1[N+](=O)[O-] (stereo not drawn) returned Mdm2-MdmX inh 3, 697 NFkB inh 13, tim10-1 inh 3, tim23-1 inh 8, Jurkat NFkB inh 16, TIM10 inh 12, XBP1 UPR activ 0 and UPR CHOP act -1.3.
`O=C(O)c1ccc(NCc2cccs2)cc1` gave Mdm2-MdmX inh -4, 697 NFkB inh -15, tim10-1 inh -4, tim23-1 inh 4, Jurkat NFkB inh 1, TIM10 inh 9, XBP1 UPR activ -4 and UPR CHOP act -2.4.
`Cc1ccc(N2C(=O)CC(c3ccsc3)C3=C2CC(C)(C)CC3=O)cc1` (stereo not drawn) gave Mdm2-MdmX inh 1, 697 NFkB inh 4, tim10-1 inh 29, tim23-1 inh 23, Jurkat NFkB inh 3, TIM10 inh 32, XBP1 UPR activ 1 and UPR CHOP act 1.4.
Screening CCC(C)c1ccc(O)c(N)c1 (stereo not drawn) returned Mdm2-MdmX inh 15, 697 NFkB inh 9, tim10-1 inh 14, tim23-1 inh 15, Jurkat NFkB inh -2, TIM10 inh 6, XBP1 UPR activ 2 and UPR CHOP act 1.0.
Screening Cc1cc(N2C(=O)C(O)=C(C(=O)c3cc4ccccc4o3)C2c2cccs2)no1 (stereo not drawn) returned Mdm2-MdmX inh 20, 697 NFkB inh 3, tim10-1 inh 24, tim23-1 inh 21, Jurkat NFkB inh 6, TIM10 inh 14, XBP1 UPR activ -2 and UPR CHOP act 0.7.
`CCOc1ccc(S(=O)(=O)N2CCc3ccccc3C2)cc1` gave Mdm2-MdmX inh 12, 697 NFkB inh -18, tim10-1 inh 14, tim23-1 inh 27, Jurkat NFkB inh 19, TIM10 inh -5, XBP1 UPR activ -2 and UPR CHOP act 0.2.
Screening O=C(Cc1ccccc1)NCC1COc2ccccc2O1 (stereo not drawn) returned Mdm2-MdmX inh -2, 697 NFkB inh 15, tim10-1 inh -4, tim23-1 inh 11, Jurkat NFkB inh 11, TIM10 inh -11, XBP1 UPR activ -3 and UPR CHOP act -0.8.
For Cc1ccc(OCC(=O)NC2CCS(=O)(=O)C2)cc1 (stereo not drawn) the results were Mdm2-MdmX inh -8, 697 NFkB inh -5, tim10-1 inh 7, tim23-1 inh 23, Jurkat NFkB inh 1, TIM10 inh 11, XBP1 UPR activ -2 and UPR CHOP act 0.6.
Screening CC1CCN(c2oc(-c3ccccc3Cl)nc2C#N)CC1 returned Mdm2-MdmX inh -52, 697 NFkB inh -71, tim10-1 inh 13, tim23-1 inh 27, Jurkat NFkB inh -51, TIM10 inh -17, XBP1 UPR activ 3 and UPR CHOP act 2.8.
CCOc1ccc(NC(=O)NNC(=O)c2ccc3ccccc3c2O)cc1 was read as Mdm2-MdmX inh 18, 697 NFkB inh -21, tim10-1 inh -77, tim23-1 inh -1, Jurkat NFkB inh 16, TIM10 inh -23, XBP1 UPR activ -5 and UPR CHOP act -0.2.
COc1ccc(C(=O)NC(C(=O)NCCc2ccc3c(c2)OCCO3)C(C)C)cc1 (stereo not drawn) was read as Mdm2-MdmX inh 19, 697 NFkB inh 2, tim10-1 inh 7, tim23-1 inh 19, Jurkat NFkB inh 1, TIM10 inh 12, XBP1 UPR activ -4 and UPR CHOP act 0.5.
`O=C(Nc1ccn(Cc2ccccc2F)n1)c1ccc(COc2cc(Cl)ccc2Cl)o1` gave Mdm2-MdmX inh 19, 697 NFkB inh -5, tim10-1 inh 32, tim23-1 inh 19, Jurkat NFkB inh 4, TIM10 inh 35, XBP1 UPR activ 1 and UPR CHOP act 1.9.
`CCOC(=O)c1cc(C(=O)NCc2ccc(Cl)cc2Cl)nn1C` gave Mdm2-MdmX inh 15, 697 NFkB inh -4, tim10-1 inh 21, tim23-1 inh 16, Jurkat NFkB inh 10, TIM10 inh -9, XBP1 UPR activ -1 and UPR CHOP act 1.0.
CSc1nc(N)c2c3c(sc2n1)COC(C(C)C)C3 (stereo not drawn) was read as Mdm2-MdmX inh 9, 697 NFkB inh 12, tim10-1 inh -1, tim23-1 inh -2, Jurkat NFkB inh 23, TIM10 inh -12, XBP1 UPR activ 6 and UPR CHOP act -1.3.
Screening CC(Nc1nc(-c2ccc(F)cc2)cs1)c1nc2cc(Cl)c(N3CCCCC3)cc2n1CCOCCO (stereo not drawn) returned Mdm2-MdmX inh 29, 697 NFkB inh 4, tim10-1 inh 30, tim23-1 inh 31, Jurkat NFkB inh 10, TIM10 inh 17, XBP1 UPR activ -2 and UPR CHOP act 2.3.
Screening CC/S(=N\S(=O)(=O)c1ccc(C)cc1)c1ccccc1 (stereo not drawn) returned Mdm2-MdmX inh 8, 697 NFkB inh -4, tim10-1 inh 19, tim23-1 inh 8, Jurkat NFkB inh -3, TIM10 inh 16, XBP1 UPR activ 2 and UPR CHOP act 0.6.
C=CCNc1nc(C2(C)CC3(CC(C)(C)OC3=O)C(=O)O2)cs1 (stereo not drawn) was read as Mdm2-MdmX inh 14, 697 NFkB inh -9, tim10-1 inh 23, tim23-1 inh 24, Jurkat NFkB inh -1, TIM10 inh 14, XBP1 UPR activ -4 and UPR CHOP act -2.0.
For CC(C)Oc1ccc(S(=O)(=O)N2CCCCC2)cc1NC(=O)CN1C(=O)NC2(CCCC2)C1=O the results were Mdm2-MdmX inh -19, 697 NFkB inh 9, tim10-1 inh 3, tim23-1 inh 9, Jurkat NFkB inh 4, TIM10 inh 2, XBP1 UPR activ -1 and UPR CHOP act 0.3.
Screening CN(c1ccccc1)S(=O)(=O)c1cc(C(=O)Nc2nc3ccccc3[nH]2)ccc1Cl returned Mdm2-MdmX inh 32, 697 NFkB inh -10, tim10-1 inh 24, tim23-1 inh 29, Jurkat NFkB inh -4, TIM10 inh 2, XBP1 UPR activ 6 and UPR CHOP act 1.5.
`CCOC(=O)C1=CN(Cc2ccco2)S(=O)(=O)N(C)C1CC` (stereo not drawn) gave Mdm2-MdmX inh 6, 697 NFkB inh 17, tim10-1 inh 18, tim23-1 inh 36, TIM10 inh 1, XBP1 UPR activ 1 and UPR CHOP act 2.5.
CCOC(=O)CSC1=N/C(=C\c2cc(OC)c(OC)c(OC)c2)C(=O)N1C was read as Mdm2-MdmX inh 25, 697 NFkB inh 8, tim10-1 inh 14, tim23-1 inh 23, Jurkat NFkB inh 10, TIM10 inh 14, XBP1 UPR activ -2 and UPR CHOP act -0.5.
Screening COc1cc(C(=O)N2CCN(C(=O)c3ccccc3)CC2)cc(OC)c1OC returned Mdm2-MdmX inh 15, 697 NFkB inh 2, tim10-1 inh 14, tim23-1 inh 2, Jurkat NFkB inh -7, TIM10 inh 10, XBP1 UPR activ -1 and UPR CHOP act -4.1.

Not a hit list; any-hit rate near 6.6%.
